MC4R ag barr – agonists of human melanocortin 4 receptor (MC4R) beta-arrestin; P32245; activation, % at 8.9 µM; U2OS MC4R beta-arrestin complementation, luminescence; percent of melanotan II response, DMSO zero; AID 540308; actives 0.98% (n = 360,000);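 active means activation above a per-plate cutoff, the mean activation of sample wells on that plate plus 3 SD, cut at about 8% in these data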
Target sequence (P32245 whole entry, looked up): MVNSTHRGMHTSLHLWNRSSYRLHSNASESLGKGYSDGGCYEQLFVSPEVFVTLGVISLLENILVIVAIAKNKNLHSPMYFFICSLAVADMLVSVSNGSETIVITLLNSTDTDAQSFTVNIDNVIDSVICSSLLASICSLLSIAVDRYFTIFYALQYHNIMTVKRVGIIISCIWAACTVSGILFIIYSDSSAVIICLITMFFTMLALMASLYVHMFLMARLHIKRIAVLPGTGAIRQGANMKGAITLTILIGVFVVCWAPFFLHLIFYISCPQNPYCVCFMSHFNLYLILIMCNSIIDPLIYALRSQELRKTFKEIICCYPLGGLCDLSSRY
NCOA2 inhibitor – human SRC2 (NCOA2) inhibition; Q15596; HEK293 GAL4-SRC2 luciferase reporter, luminescence; inhibition, % at 9 µM; actives 0.17% (n = 370,000); AID 651957;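 active means inhibition above the mean inhibition of all tested compounds plus 3 SD, set per campaign, cut at about 52% in these data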;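 further: 0% = DMSO treated cells and 100% = cells given Gossypol at 36 µM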
Cardio protect – myocardial damage modulation in H9c2 cells. actives 0.63% (n = 360,000). AID 588492. H9c2 cardiomyocytes, H2O2 injury protection, ATPLite, 2 h. protection from H2O2 cell death, % at 20 µM;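 active means compounds giving at least 50% protection of heart cells from peroxide-induced death in the single-dose screen, raw or plate-pattern-corrected value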;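 further: 0% = DMSO wells with peroxide and 100% = DMSO wells without peroxide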
TLR9-MyD88 inh – blocks human TLR9 binding to MyD88; Q9NR96+Q99836; CHO BLA complementation TLR9-MyD88, CCF4 FRET ratio; AID 504734; inhibition, % at 4.98 µM; actives 0.21% (n = 340,000);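 active means inhibition above the mean over all tested compounds plus 3 SD, cut at about 21% in these data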;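 further: 0% = DMSO only wells and 100% = clavulanate BLA inhibitor control wells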
ABCB6 inh 2 – human ABCB6 transporter inhibition. AID 602162. Q9NP58. K562-ABCB6 porphyrin accumulation, flow cytometry, 1 h; active compounds read low. fluorescence ratio to DMSO, % at 10 µM. actives 0.19% (n = 360,000);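 active means fluorescence ratio to DMSO below 75%, the collection mean minus 3 SD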;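 further: signal is porphyrin accumulated inside mitochondria; 100% equals median channel fluorescence of DMSO control wells; lower ratio means ABCB6 inhibition with less porphyrin fluorescence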
Glyco luc inh – N-linked glycosylation inhibition; AID 588692; reporter increase, % at 12.5 µM; D54 ERlucT glycosylation luciferase reporter, 24 h; percent of 100 nM tunicamycin response; actives 0.23% (n = 360,000);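 active means mean luciferase reporter signal, scaled so untreated is 0 and the glycosylation-blocking control 100, at or above a set limit in every replicate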;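 further: luciferase carries N-glycosylation sites so blocking glycosylation raises the light; 0% = median of neutral control wells and 100% = median of 100 nM tunicamycin wells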
ABHD5-PLIN5 inh – ABHD5-PLIN5 protein interaction inhibition; AID 602281; Split G. princeps luciferase complementation, luminescence, 4 h; actives 0.78% (n = 360,000); inhibition, % at 4 µM;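 active means inhibition above the mean inhibition across every tested compound plus 3 SD, cut at about 22% in these data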;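 further: 0% = DMSO only wells and the 100% control is not disclosed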
NOD2-RIPK2 inh – inhibitors of human NOD2-RIPK2 interaction; CHO BLA complementation NOD2-RIPK2, CCF4 ratio; actives 0.38% (n = 360,000); O43353; inhibition, % at 4.98 µM; in the data active means inhibition above about 21%;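 further: 0% = vehicle only and 100% = reference blocker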
Target sequence (O43353 whole entry, looked up): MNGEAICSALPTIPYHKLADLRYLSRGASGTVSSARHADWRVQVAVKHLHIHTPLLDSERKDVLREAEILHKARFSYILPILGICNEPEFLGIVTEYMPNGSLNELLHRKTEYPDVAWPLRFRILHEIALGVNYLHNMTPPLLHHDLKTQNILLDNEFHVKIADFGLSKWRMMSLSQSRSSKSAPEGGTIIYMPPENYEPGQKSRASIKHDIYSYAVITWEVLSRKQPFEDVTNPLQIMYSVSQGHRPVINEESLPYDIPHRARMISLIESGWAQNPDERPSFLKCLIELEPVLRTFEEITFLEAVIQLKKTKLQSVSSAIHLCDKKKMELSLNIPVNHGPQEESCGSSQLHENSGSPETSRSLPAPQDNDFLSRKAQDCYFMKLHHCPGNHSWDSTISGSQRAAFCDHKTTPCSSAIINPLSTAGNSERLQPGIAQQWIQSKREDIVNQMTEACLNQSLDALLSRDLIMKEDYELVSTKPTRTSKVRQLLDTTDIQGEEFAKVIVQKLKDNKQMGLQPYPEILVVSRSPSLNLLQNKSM
m5-HT2A agonist – agonists of mouse serotonin 5-HT2A receptor (HTR2A); CHO-K1 mHTR2A beta-arrestin complementation, luminescence; percent of 30 µM serotonin response; activation, % at 7.6 µM; actives 0.66% (n = 360,000);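 active means activation above a run cutoff, the mean activation of all tested compounds plus 3 SD, cut at about 14% in these data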;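 further: 0% = plate median of compound wells and 100% = 30 µM serotonin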
MC4R antag cAMP – antagonists of human melanocortin 4 receptor (MC4R). MC4R-expressing cells, MTII-stimulated cAMP, LANCE TR-FRET. inhibition, % at 6.5 µM. actives 0.48% (n = 360,000). AID 540295;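 active means inhibition above its plate's cutoff, the mean of tested wells on that plate plus 3 SD, cut at about 29% in these data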;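 further: 0% = Melanotan II alone and 100% = Melanotan II plus saturating MCL0020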
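System: U2OS cells stably expressing human melanocortin 4 receptor (MC4R). Reagent: Melanotan II challenge after compound preincubation. Doses: 6.5 µM. Times: 30-min compound, 1-h challenge, 1-h detection, room temperature. Measured by: TR-FRET with Eu-cAMP and labeled anti-cAMP, 671 nm. Replicates: singlicate.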
* marks the source's active call; other numbers are inactive results; x = no result given.

Values run as follows: Glyco luc inh, MC4R ag barr, NCOA2 inhibitor, TLR9-MyD88 inh, NOD2-RIPK2 inh, MC4R antag cAMP, ABHD5-PLIN5 inh, Cardio protect, m5-HT2A agonist, ABCB6 inh 2
(1) CCOC(=O)N1CCc2c(sc3c2c(=O)n(Cc2ccccc2)c(=O)n3Cc2cccc(C)c2)C1
    -9, -1.1, 26, -4, 2, 14, 0, 2, -2, 96
(2) O=C(c1cnc2n(c1=O)CCS2)N(c1ccccc1)C1CCCCC1
    0, -0.5, -21, -11, -2, 9, 3, -7, 2, 94
(3) Cc1ccc(NC(=O)/C(C#N)=C/c2ccccc2C(F)(F)F)cc1
    2, -1.1, -16, 5, -7, 7, -2, -3, -1, 116
(4) Cc1ccc(C)c(CNC(=O)Nc2ccccc2)c1
    -3, 0.1, -25, -12, -2, 1, -3, -8, -2, 94
(5) CN1CCN(C(=O)c2cnn(-c3ccccc3)c2NC(=O)c2ccc(Br)cc2)CC1
    0, 1.5, -19, -4, 7, 8, 9, 6, -2, 102
(6) CC1(C)OC(=O)C(=Cc2ccc(-c3ccc(Cl)c(C(=O)O)c3)o2)C(=O)O1
    1, 2.5, -28, 1, -2, 6, 19, 7, -1, 94
(7) O=C(Cc1ccc([N+](=O)[O-])cc1)N/N=C/c1ccco1
    2, -2.5, -10, -1, -1, 5, 4, -1, -3, 92
(8) Cn1c2c(c(=O)n(C)c1=O)C(c1cccc([N+](=O)[O-])c1)Nc1ccccc1O2 (configuration not stated)
    0, -0.8, 2, -3, -3, 5, -2, 61*, -4, 94
(9) COc1ccc(OCC(=O)Nc2ccc3c(c2)nc(CCN2CCN(C)CC2)n3C)cc1
    -3, -0.8, 7, -10, 5, 18, 3, 10, -6, 99
(10) CC(C)C[C@H]1COc2cc(N3CCSCC3)ccc2S(=O)(=O)N1
    x, x, 0, x, -11, x, -4, x, -2, 97

Next results
Values run as follows: Glyco luc inh, MC4R ag barr, NCOA2 inhibitor, TLR9-MyD88 inh, NOD2-RIPK2 inh, MC4R antag cAMP, ABHD5-PLIN5 inh, Cardio protect, m5-HT2A agonist, ABCB6 inh 2
(11) CC1CCN(S(=O)(=O)c2ccc(NC(=O)C3CCCCC3C(=O)O)cc2)CC1 (configuration not stated)
    0, -0.9, x, -8, -6, 3, 7, 19, 3, 94
(12) Cc1ccsc1/C=N/NC(=O)c1ccncc1
    0, -1.7, -28, 0, -4, 1, -1, -3, 1, 96
(13) CCOC(=O)c1c(NC(=O)CSc2nnc(Cc3ccccc3)o2)sc(C)c1C
    -4, -1.3, -19, -8, -2, 8, -4, -8, -3, 97
(14) COc1ccc(S(=O)(=O)Nc2ccc(Oc3ccsc3C(=O)O)cc2)cc1
    1, -1.1, -2, 10, -4, 3, -6, 0, 3, 101
(15) Cc1nc2cc(NC(=O)NCc3ccco3)ccc2o1
    2, -0.9, -9, 9, -4, 2, -1, -4, -1, 82
(16) O=C(c1ccccc1)c1ccc(OCCn2cnc3ccccc3c2=O)cc1
    0, -0.1, 2, -7, 0, -7, -2, -11, -1, 100
(17) O=C1C(Cl)=C(N2CCOCC2)C(=O)N1c1cccc(C(F)(F)F)c1
    13, 0.0, -19, -10, -1, 16, -1, -1, -2, 99
(18) Cc1c(Cl)cccc1NC(=O)COC(=O)c1c2c(nc3ccccc13)CCN(Cc1ccccc1)C2
    -3, 0.6, 28, 3, -11, -21, 0, 46, -2, 95
(19) COc1cc(/C=C/C(=O)OCC(=O)NC(=O)NC(C)C)cc(OC)c1OC
    5, 0.8, 10, 5, -7, 9, 2, -1, 6, 98
(20) CC(=O)N/C(=C\c1ccccc1)C(=O)OCC(=O)N(C)C1CCS(=O)(=O)C1 (configuration not stated)
    -1, -1.8, -2, 9, -8, -2, -4, 6, 2, 104

Next section:
Values run as follows: Glyco luc inh, MC4R ag barr, NCOA2 inhibitor, TLR9-MyD88 inh, NOD2-RIPK2 inh, MC4R antag cAMP, ABHD5-PLIN5 inh, Cardio protect, m5-HT2A agonist, ABCB6 inh 2
(21) CCCN(CC(=O)Nc1ccccc1OC)Cc1c(O)ccc2ccccc12
    0, 0.8, -11, 1, -2, 3, 10, -2, 9, 86
(22) Cc1ccc(Cn2cccc(NC(=O)c3ccco3)c2=O)cc1
    0, -1.6, -43, -2, 4, 1, -7, 3, 1, 92
(23) CCN(c1ccccc1)S(=O)(=O)c1cc(C(=O)OCC(=O)c2c(N)n(C)c(=O)n(C)c2=O)ccc1C
    4, -3.5, -17, -3, -11, 2, 1, 9, -2, 101
(24) CCOc1ccc(C(C)NC(=S)NC2CCCCC2)cc1OCC (configuration not stated)
    -2, -0.4, 7, 0, -5, 3, -2, -1, 0, 97
(25) O=C1OCCC1Sc1nnc(-c2ccco2)n1-c1ccccc1 (configuration not stated)
    0, -1.3, -10, 0, 4, 16, -1, 15, -1, 98
(26) CN(C)/C=N/C(=S)Nc1ccccc1Cl
    -1, -1.6, -11, -5, -7, -3, -8, 5, 0, 103
(27) O=c1ccc(-c2ccccc2)no1
    -2, 1.1, -15, 2, -4, 8, 4, 1, 1, 99
(28) COc1ccc(-c2cc(-c3nnc(COC(=O)CC4CCCC4)o3)c3ccccc3n2)cc1OC
    -2, 0.9, -2, 6, 5, 3, -1, 18, 5, 101
(29) CCn1c2ccccc2c2cc(NC(=S)N3CCOCC3)ccc21
    0, -0.2, -18, -5, -4, -1, -11, -22, -3, 101
(30) CNc1nc(-c2ccccc2)nc(-c2ccccc2)c1C#N
    1, -0.5, 13, -4, -11, 9, 5, 3, 3, 96

The results go on:
Values run as follows: Glyco luc inh, MC4R ag barr, NCOA2 inhibitor, TLR9-MyD88 inh, NOD2-RIPK2 inh, MC4R antag cAMP, ABHD5-PLIN5 inh, Cardio protect, m5-HT2A agonist, ABCB6 inh 2
(31) O=C(NCCS(=O)(=O)c1ccc(Br)cc1)c1ccccc1
    1, 2.3, -21, -4, -11, 2, 5, -2, 0, 99
(32) Clc1ccc2nc3c4ccccc4cnn3c2c1
    -7, -1.6, -71, -3, 7, 10, 5, -8, 3, 101
(33) CCC(C)(C)n1nnnc1C(c1cc2cc(OC)ccc2[nH]c1=O)N1CCc2ccccc21 (configuration not stated)
    -3, 4.6, 11, -5, -2, 2, -2, 9, 1, 90
(34) CCOC(=O)C(Cc1ccc(Cl)cc1Cl)c1ccno1 (configuration not stated)
    -2, -3.3, 19, 1, -3, -1, -5, -10, -1, 96
(35) Cc1cc(NC(=O)CSc2nc3ccccc3c(=O)n2CCCC(=O)NCc2ccco2)n[nH]1
    -2, -0.8, -13, -5, -6, 9, -6, 11, 3, 97
(36) O=C1CCCN2N=C(SCC(=O)Nc3ccc(OC(F)(F)F)cc3)SC2=N1
    1, 3.7, -5, -6, -9, -1, 16, -4, -1, 97
(37) CCC(=O)Nc1ccc(-c2nnc(SCC(=O)Nc3nccs3)n2C)cc1
    7, -3.5, 3, 1, -10, 0, -9, 0, -1, 95
(38) COc1ccc(S(=O)(=O)N2CCOC23CCN(S(=O)(=O)c2ccc(Cl)cc2)CC3)cc1
    0, -3.6, -47, -5, 6, 8, -7, -8, -4, 93
(39) O=C(c1ccc(OC2CCN(Cc3cccc(OCCO)c3)CC2)cc1)N1CCCC1
    0, -3.5, -5, -2, 5, 7, 0, 8, -3, 102
(40) Cc1cn(C2CCCCC2)c(=O)[nH]c1=O
    2, -0.6, 2, 2, 0, 4, 4, 7, 7, 98

Continuation.
Values run as follows: Glyco luc inh, MC4R ag barr, NCOA2 inhibitor, TLR9-MyD88 inh, NOD2-RIPK2 inh, MC4R antag cAMP, ABHD5-PLIN5 inh, Cardio protect, m5-HT2A agonist, ABCB6 inh 2
(41) Cc1ccc(S(=O)(=O)NCCC2=CCCCC2)cc1
    -3, 5.4, 19, -2, -5, 3, 2, -10, 9, 94
(42) CCOc1ccc(Br)cc1S(=O)(=O)Nc1ccc(C(=O)OCC(=O)N(C)c2ccccc2)cc1
    2, 0.4, -12, 1, -4, 9, 6, -5, -3, 98
(43) CC(C)COc1ccc(-c2nn(-c3ccccc3)cc2CO)cc1
    1, 3.4, -19, -1, -1, 4, -7, -10, 7, 99
(44) O=C(ON=C1CCN(S(=O)(=O)c2ccccc2)CC1)c1cccc(Cl)c1
    0, -1.6, -5, -6, 3, -2, -2, 3, -2, 86
(45) CCOc1ccc(C(=O)/C=C/c2ccc(SC)cc2)cc1
    5, -0.4, 3, -3, 5, 6, 7, -12, 2, 99
(46) Cc1c(Cl)cccc1NC(=S)NN
    1, -0.9, 1, -12, -7, 26, -12, 10, -1, 97
(47) CCc1cccc(C)c1NC(=O)CN1C(=O)NC(Cc2ccccc2)C1=O (configuration not stated)
    1, -0.7, -3, -8, 6, 12, 5, 8, 0, 100
(48) COc1ccccc1NS(=O)(=O)c1cc(NC(=O)Nc2ccccc2)ccc1N1CCCCC1
    -11, 0.5, -22, -11, -6, -4, -7, -10, -2, 95
(49) O=C(NNC(=S)NCc1ccc(Cl)cc1)c1ccc(Br)o1
    0, 0.1, 28, 14, 6, 4, -2, 1, 0, 105
(50) Cc1cccc(NC(=O)CN2C(=O)N/C(=C\c3ccccc3OCc3ccc(C(=O)O)cc3)C2=O)c1
    -1, -2.1, 3, 9, -3, -1, 0, 0, 8, 90

These rows are one share of the data (hit frequency here may not be typical).
